rCAG RNA binder = r(CAG) repeat RNA binding | TO-PRO-1 dye displacement fluorescence | inhibition, % at 3 µM | 1.3% of 370,000 active | AID 651821;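 active means inhibition above the plate cutoff, the mean of all test compounds on that plate plus 3 SD, cut at about 35% in these data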;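 further: 0% = DMSO alone and 100% = 100 µM mitoxantrone as full dye displacement; higher means more dye released from RNA so lower well fluorescence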
ARFGAP1 inhibitor = inhibits rat ARF GTPase activating protein 1. 0.26% of 360,000 active. Q62848. inhibition, % at 16.5 µM. Arfgap1-stimulated ARF1 GTP hydrolysis, GDP FP detection;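 active means inhibition above a per-plate limit, mean inhibition of low control wells plus 3 SD, cut at about 25% in these data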;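 further: 0% = DMSO wells with enzyme and 100% = wells lacking Arfgap1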
Target sequence (Q62848 1-136 limits assumed): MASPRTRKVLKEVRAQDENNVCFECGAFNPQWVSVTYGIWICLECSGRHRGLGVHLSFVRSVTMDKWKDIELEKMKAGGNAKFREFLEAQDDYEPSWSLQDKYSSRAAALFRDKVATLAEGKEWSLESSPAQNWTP
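System: truncated rat Arfgap1 GAP domain / Medium: HEPES-based buffer, pH 7.5 / Also added: N-terminally truncated human ARF1-GTP substrate / Incubation: enzyme reaction 120 min at 25 °C after 20 min preincubation / Measured by: FP of antibody-bound GDP Alexa 633 tracer, ex 620/em 688 nm / Replicates: singlicate, each compound tested once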
ADAM10 inh = ADAM10 inhibition, QFRET primary screen; O14672; AID 720582; inhibition, % at 7 µM; recombinant ADAM10, EDANS/DABCYL FRET peptide cleavage, 3 h; 0.62% of 370,000 active;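 active means inhibition above a per-campaign cutoff equal to the mean of compounds falling between control-based bounds plus 3 SD, cut at about 20% in these data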;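 further: 0% = DMSO wells while the 100% control is not disclosed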
GC-B act = GC-B (human) receptor activation; P20594; HEK293-GC-B cells, CNP EC30, cGMP TR-FRET; 0% at EC30 CNP, 100% saturating CNP; activation, % at 10 µM; 0.11% of 370,000 active;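 active means activation at 10 µM reaching about 35% in either raw or pattern-adjusted values, limit read from the data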
sPLA2-III inh = Inhibits HGIII-sPLA2 liposome hydrolysis, primary screen | Q9NZ20 | inhibition, % at 12.2 µM | 0.56% of 370,000 active | AID 743126 | QFRET BODIPY PC-A2 liposome hydrolysis, fluorescence;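 active means inhibition above mean plus 3 SD of compounds lying within the high and low control bounds, cut at about 19% in these data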;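 further: 0% = median of test compound wells and 100% = no enzyme DMSO wells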
Target sequence (Q9NZ20 whole entry, looked up): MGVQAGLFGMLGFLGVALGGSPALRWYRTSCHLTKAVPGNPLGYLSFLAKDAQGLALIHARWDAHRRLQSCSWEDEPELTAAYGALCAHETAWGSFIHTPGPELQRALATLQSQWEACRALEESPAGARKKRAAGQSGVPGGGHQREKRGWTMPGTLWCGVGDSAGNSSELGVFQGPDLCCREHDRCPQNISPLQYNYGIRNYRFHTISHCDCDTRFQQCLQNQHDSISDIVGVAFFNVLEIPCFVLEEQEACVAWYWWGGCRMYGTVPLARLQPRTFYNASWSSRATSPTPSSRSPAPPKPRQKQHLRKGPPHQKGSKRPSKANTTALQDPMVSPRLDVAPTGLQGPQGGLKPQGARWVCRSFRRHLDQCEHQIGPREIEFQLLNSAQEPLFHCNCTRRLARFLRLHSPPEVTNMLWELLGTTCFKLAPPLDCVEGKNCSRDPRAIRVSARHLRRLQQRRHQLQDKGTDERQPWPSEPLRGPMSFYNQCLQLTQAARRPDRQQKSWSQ
Tn6 DDE FP = inhibitors of Tn6 peptide binding to human fibrin DD(E); AID 720509; P02675; 0.21% of 370,000 active; inhibition, % at 8.3 µM; Fibrin DD(E) TRITC-Tn6 fluorescence polarization displacement;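 active means inhibition above a per-campaign cutoff: mean of compounds within control limits plus 3 SD, cut at about 15% in these data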;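 further: 0% = median of all compound wells on the plate and 100% = blocking peptide control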
GAA850 FXN act = activators of GAA850 frataxin (FXN) promoter | HEK293 lucGAA850 FXN promoter luciferase reporter, 24 h; percent of 10 µM SAHA response | 0.56% of 360,000 active | activation, % at 6 µM;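 active means activation above the average of all compounds screened plus 3 SD, cutoff fixed separately per campaign, cut at about 7.5% in these data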;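 further: 0% = DMSO wells and 100% = 10 µM SAHA wells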
KLK7 zymogen act = proKLK7 (human) activation, primary screen; P49862; 0.9% of 370,000 active; AID 652039; activation, % at 7 µM; purified proKLK7, EDANS-DABCYL substrate fluorescence; 100% is mature enzyme control, 0% vehicle;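 active means activation above the mean of all tested compounds plus 3 SD, computed per campaign excluding outliers beyond control limits, cut at about 13% in these data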
GC-A act = GC-A (human) enzyme activation. P16066. HEK293 GC-A cells, cGMP TR-FRET, EC30 ANP; 0% at EC30 ANP, 100% saturating ANP. 0.14% of 370,000 active. activation, % at 10 µM; in the data active means activation above about 40%
ASAP1 inh = inhibitors of human ASAP1 ArfGAP activity | AID 624377 | inhibition, % at 16.5 µM | Q9ULH1 | ASAP1-stimulated ARF1 GTP hydrolysis, GDP FP detection | 0.19% of 360,000 active; in the data active means inhibition above about 25%;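 further: 0% = vehicle with enzyme and substrate and 100% = no enzyme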
Target sequence (Q9ULH1 325-724 limits assumed): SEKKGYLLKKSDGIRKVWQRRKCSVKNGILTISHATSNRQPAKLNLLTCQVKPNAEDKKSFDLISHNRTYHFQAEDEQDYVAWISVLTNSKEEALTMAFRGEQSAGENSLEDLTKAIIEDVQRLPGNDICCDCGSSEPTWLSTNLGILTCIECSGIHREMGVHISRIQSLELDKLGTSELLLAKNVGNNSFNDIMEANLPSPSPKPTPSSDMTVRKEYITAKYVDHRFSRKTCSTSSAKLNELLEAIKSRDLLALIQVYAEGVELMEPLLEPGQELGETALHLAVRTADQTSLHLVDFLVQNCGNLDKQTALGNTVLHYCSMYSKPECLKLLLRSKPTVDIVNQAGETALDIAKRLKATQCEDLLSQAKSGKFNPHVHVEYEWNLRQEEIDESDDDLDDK
* = called active by the depositor; . = not tested or not shown.

The first 4 compounds as a preview:
# | Structure | rCAG RNA binder | ARFGAP1 inhibitor | ADAM10 inh | GC-B act | sPLA2-III inh
1 | Cc1ccc(NC(=O)C2(C)CCN2C(=O)CC(c2ccccc2)c2ccccc2)cc1 (configuration not stated) | 2 | -7 | 5 | -1 | -10
2 | COc1cccc(NC(=S)NCCC(c2ccccc2)c2ccccc2)c1 | -3 | 24 | 17 | 2 | -45
3 | CCCCCC(=O)N/N=C/c1cc(Br)c(O)c(OC)c1 | 5 | 2 | -188 | -3 | 11
4 | CCCCn1c(CN2CCN(C(=O)c3ccco3)CC2)nc2c1c(=O)n(C)c(=O)n2C | 1 | -10 | -3 | 2 | 7

# | Tn6 DDE FP | GAA850 FXN act | KLK7 zymogen act | GC-A act | ASAP1 inh
1 | 1 | 1.2 | -0.1 | 2 | -5
2 | -3 | 0.9 | 0.2 | 1 | -8
3 | 5 | 3.3 | 3.6 | 0 | -11
4 | 0 | 0.1 | -0.5 | 1 | -3

The list itself (from the top)
# | Structure | rCAG RNA binder | ARFGAP1 inhibitor | ADAM10 inh | GC-B act | sPLA2-III inh
1 | Cc1ccc(NC(=O)C2(C)CCN2C(=O)CC(c2ccccc2)c2ccccc2)cc1 (configuration not stated) | 2 | -7 | 5 | -1 | -10
2 | COc1cccc(NC(=S)NCCC(c2ccccc2)c2ccccc2)c1 | -3 | 24 | 17 | 2 | -45
3 | CCCCCC(=O)N/N=C/c1cc(Br)c(O)c(OC)c1 | 5 | 2 | -188 | -3 | 11
4 | CCCCn1c(CN2CCN(C(=O)c3ccco3)CC2)nc2c1c(=O)n(C)c(=O)n2C | 1 | -10 | -3 | 2 | 7
5 | COc1cccc(OCCCN2CCC(C(O)(c3ccccc3)c3ccccc3)CC2)c1 | 1 | -1 | -1 | -15 | -24
6 | CCCCOc1ccc(S(=O)(=O)NNC(=O)C2Cc3c(ccc4ccccc34)O2)cc1 (configuration not stated) | 4 | -3 | 10 | -1 | -56
7 | Cc1cccc(Oc2cc([N+](=O)[O-])cc3c2C(=O)Nc2ccccc2O3)c1 | 12 | -2 | 6 | -2 | -15
8 | COC(=O)N[C@@H]1C[C@H]2[C@@H]3CC[C@H]4C[C@@H](OC)CC[C@]4(C)[C@H]3CC[C@]12C | 2 | -1 | -39 | -2 | 9

# | Tn6 DDE FP | GAA850 FXN act | KLK7 zymogen act | GC-A act | ASAP1 inh
1 | 1 | 1.2 | -0.1 | 2 | -5
2 | -3 | 0.9 | 0.2 | 1 | -8
3 | 5 | 3.3 | 3.6 | 0 | -11
4 | 0 | 0.1 | -0.5 | 1 | -3
5 | 1 | . | -0.1 | -11 | 6
6 | -3 | -3.8 | 1.0 | -1 | 3
7 | 5 | 3.0 | 0.3 | -6 | 8
8 | 0 | 0.4 | -8.1 | 2 | 3

Following part
# | Structure | rCAG RNA binder | ARFGAP1 inhibitor | ADAM10 inh | GC-B act | sPLA2-III inh
9 | O=C(NC1CCCC1)C1CCCN1C(=O)Nc1ccccc1Cl (configuration not stated) | -4 | -16 | 0 | 1 | 1
10 | CCN1C(=O)[C@H]2[C@@H](c3ccc(C)cc3)N3C(=O)N(c4cccc(F)c4)C(=O)[C@@]3(Cc3ccc(Cl)cc3)[C@H]2C1=O | 2 | 0 | 9 | -3 | -25
11 | O=C(NCCc1c[nH]c2ccccc12)OCc1cn(Cc2ccccc2F)nn1 | 5 | . | -12 | 3 | -67
12 | COc1ccc(CCN2CC(C(=O)NCC3(O)CCCCC3)CCC2=O)cc1 (configuration not stated) | -8 | 4 | -5 | 2 | 8
13 | CN(C1CCCC1)C1CCN(C(=S)Nc2cc(F)cc(F)c2)CC1 | 0 | 2 | 2 | 5 | -1
14 | CCC(C)N(C(=O)Cn1nnc(-c2ccc(Cl)cc2)n1)C1CCS(=O)(=O)C1 (configuration not stated) | -6 | 11 | -9 | 3 | -1
15 | Cc1nc(NCCCn2ccnc2)c2ccccc2n1 | -2 | 1 | 0 | 0 | 2
16 | Cc1ccc2nc(N(CCCN(C)C)C(=O)c3ccc4ncsc4c3)sc2c1 | 1 | 4 | -33 | -10 | -12

# | Tn6 DDE FP | GAA850 FXN act | KLK7 zymogen act | GC-A act | ASAP1 inh
9 | -4 | -3.4 | -0.4 | -2 | 3
10 | -2 | 0.6 | 0.1 | -6 | -25
11 | -2 | . | -0.1 | 3 | .
12 | 4 | 1.8 | -0.4 | 1 | -10
13 | 3 | 2.9 | -0.6 | -1 | 1
14 | 5 | 0.8 | 0.7 | 1 | 2
15 | 3 | 0.1 | 0.3 | 14 | 1
16 | 0 | 4.2 | 0.9 | -1 | -6

Additional entries
# | Structure | rCAG RNA binder | ARFGAP1 inhibitor | ADAM10 inh | GC-B act | sPLA2-III inh
17 | Cc1ccc(Sc2ccc(S(=O)(=O)Nc3ccc(C(=O)O)cc3)cc2)cc1C | 49* | -16 | -1 | -1 | -36
18 | Nn1c(-c2ccccc2Cl)nnc1-c1ccccc1Cl | -2 | 9 | 1 | -1 | 8
19 | CN(Cc1ccccc1)c1nc(-c2ccc([N+](=O)[O-])cc2)nc2ccccc12 | 2 | 2 | -3 | -3 | 12
20 | COc1ccc(NS(=O)(=O)c2cc3c(cc2C)N(C(C)=O)CCO3)c(OC)c1 | 3 | 0 | -3 | -14 | -4
21 | S=C(Nc1cccc(Cl)c1)NC1CC2CCCC(C1)N2C1CCCC1 (configuration not stated) | 9 | -9 | 6 | -3 | 8
22 | CCOc1ccc(CNC(=O)CCCN2C(=O)C(c3ccccc3)Oc3cccnc32)cc1 (configuration not stated) | -2 | 4 | -12 | -1 | 8
23 | COc1ccc(S(=O)(=O)Nc2ccc(N3CCOCC3)cc2)cc1 | -2 | -1 | -5 | 3 | 2
24 | CC1(C(=O)Nc2cnc3ccccc3c2)CCN1Cc1ccccc1OC(F)F (configuration not stated) | -1 | -4 | 2 | 6 | -15

# | Tn6 DDE FP | GAA850 FXN act | KLK7 zymogen act | GC-A act | ASAP1 inh
17 | -1 | 0.3 | -0.2 | 0 | -8
18 | -3 | 3.0 | -0.5 | -1 | 10
19 | 9 | 3.8 | 0.7 | 1 | 11
20 | -4 | -0.9 | 0.5 | -18 | -4
21 | -3 | -0.6 | -0.4 | -4 | 4
22 | -3 | -0.6 | 0.5 | 1 | 2
23 | 3 | 0.4 | 0.3 | 2 | 4
24 | 7 | -3.1 | 0.1 | -1 | -5

Following part.
# | Structure | rCAG RNA binder | ARFGAP1 inhibitor | ADAM10 inh | GC-B act | sPLA2-III inh
25 | COc1ccc(NC(=O)CN2CCN(S(=O)(=O)N3CCCCCC3)CC2)cc1 | -2 | 3 | -3 | 0 | 0
26 | COc1cc2[nH]c(C(=O)N(C)Cc3ccccc3)cc2c(OC)c1OC | -4 | -9 | 1 | -3 | 3
27 | O=C(N/N=C/c1ccccc1[N+](=O)[O-])c1ccc(COc2ccccc2-c2ccccc2)cc1 | 9 | 12 | 6 | 3 | 4
28 | O=C(COc1cc(F)ccc1[N+](=O)[O-])Nc1ccc2c(c1)OCO2 | 2 | -10 | -11 | -7 | 11
29 | CCOc1ccc(C(=O)NCc2ccncc2)cc1OCC | 0 | -8 | 7 | 5 | 5
30 | O=C(Nc1ccccc1)Nc1ccc(Nc2ccccc2)cc1 | 9 | -5 | 11 | -1 | 25*
31 | Cc1c(C(C)C)c(=O)n(-c2ccc(S(=O)(=O)NCc3ccccc3)cc2)n1C | -5 | 6 | 5 | -3 | -5
32 | C/C(=N/NC(=O)c1ccc2c(c1)OCO2)c1ccc(NC(=O)C(F)(F)F)cc1 | 3 | 1 | 10 | 1 | -2

# | Tn6 DDE FP | GAA850 FXN act | KLK7 zymogen act | GC-A act | ASAP1 inh
25 | -1 | 0.1 | -0.3 | -1 | -18
26 | 3 | -1.4 | 0.3 | 1 | -15
27 | -3 | 2.3 | -0.4 | -3 | 10
28 | 3 | 4.8 | 0.3 | 3 | 4
29 | 2 | 0.4 | -0.3 | 5 | -18
30 | -2 | 3.1 | -1.0 | 1 | 2
31 | -4 | -1.7 | 0.2 | 0 | -3
32 | 0 | 0.9 | 0.0 | -2 | 3

New compounds follow
# | Structure | rCAG RNA binder | ARFGAP1 inhibitor | ADAM10 inh | GC-B act | sPLA2-III inh
33 | Cc1ccc(S(=O)(=O)N2CCC(C(=O)Nc3ncccc3O)CC2)cc1 | 1 | -8 | -8 | 0 | -19
34 | Cc1ccc(S(=O)(=O)N2CCN(C(=O)c3nn(C(C)C)c(=O)c4ccccc34)CC2)cc1C | -3 | 2 | 0 | 3 | 0
35 | CCOC(=O)c1c(NC(=O)COC(=O)C2CC2C)sc(C)c1C (configuration not stated) | -4 | -9 | 9 | -3 | 7
36 | CCN(CC)Cc1c(NC(=O)c2ccccc2)sc(C)c1C | 5 | 8 | -3 | 4 | 6
37 | Nc1ncnc2c1nc(-c1ccccc1)n2C1OC(CO)C(O)C1O (configuration not stated) | 1 | -11 | -2 | 6 | 1
38 | O=C(O)CCCc1ccccc1 | 3 | 15 | 2 | 3 | 5
39 | CN(Cc1ccon1)C(=O)CCc1nnc(Cc2ccc(-c3ccccc3)cc2)o1 | -5 | -8 | 2 | 2 | -8
40 | CN1C(=O)/C(=C/C=C2\SCCN2C)OC1=S | -7 | -3 | 7 | 3 | 4

# | Tn6 DDE FP | GAA850 FXN act | KLK7 zymogen act | GC-A act | ASAP1 inh
33 | 2 | -0.1 | 0.7 | 1 | 12
34 | 9 | 2.5 | 0.1 | 6 | 10
35 | -4 | 3.5 | 0.2 | -13 | 2
36 | -5 | 4.1 | 0.8 | 1 | 1
37 | 5 | . | 0.4 | 4 | -2
38 | 5 | 0.8 | -0.1 | 3 | 4
39 | -6 | 4.5 | 0.7 | 8 | -15
40 | 3 | 1.8 | -0.5 | -4 | 1

More results:
# | Structure | rCAG RNA binder | ARFGAP1 inhibitor | ADAM10 inh | GC-B act | sPLA2-III inh
41 | CSCCC(NC(=O)COc1ccccc1)C(=O)OCC(=O)c1ccccc1 (configuration not stated) | -4 | -5 | 2 | 1 | -5
42 | O=S(=O)(NCc1ccco1)c1cccc2cccnc12 | 2 | -1 | 0 | 0 | 6
43 | Cc1cccc(C(=O)OC(C)C(=O)Nc2ccc(S(=O)(=O)N3CCCC3)cc2)c1O (configuration not stated) | 13 | 2 | 7 | -1 | -28
44 | Cc1cc(NC(=O)CCN2CCN(Cc3ccccc3)CC2)ccc1Br | -8 | -6 | 5 | 3 | -2
45 | O=C(CCS(=O)(=O)c1ccccc1Cl)NCCC1=CCCCC1 | -2 | 7 | 5 | 6 | -1
46 | CCCC12CN3CCN(CC(C3)/C1=N\NC(=O)Nc1ccccc1)C2 | -6 | -1 | -4 | 2 | -5
47 | COC(=O)c1ccccc1NC(=O)N1c2ccccc2Sc2ccccc21 | -2 | 4 | -1 | -15 | 12
48 | Cc1ccc(Cl)cc1-n1c(SCC(=O)NCCC2=CCCCC2)nc2n[nH]c(C)c2c1=N | 8 | 8 | 3 | -2 | 1

# | Tn6 DDE FP | GAA850 FXN act | KLK7 zymogen act | GC-A act | ASAP1 inh
41 | 9 | 1.4 | -0.3 | 0 | 4
42 | -2 | -1.3 | 0.6 | 0 | -11
43 | -8 | -2.9 | 0.0 | -3 | 14
44 | 1 | 1.0 | 0.9 | -8 | 3
45 | -4 | 1.2 | 0.6 | 3 | -2
46 | 2 | 0.8 | 0.0 | 14 | -1
47 | 3 | 1.5 | -0.3 | -20 | -2
48 | -4 | -1.6 | -0.1 | -14 | 1

Hits appear at their usual frequency; any-hit rate near 4.5%.
